# Bioassay records from PubChem BioAssay.
# ALOX12 inhib = qHTS Assay for Inhibitors of 12-hLO (12-human lipoxygenase) | Polyunsaturated fatty acid lipoxygenase ALOX12 (Homo sapiens), P18054 | purified 12-hLO, xylenol orange hydroperoxide absorbance | Potency, µM (highest dose often 57.1 µM), without a hit: at the top dose activity change, negative = inhibition, usual class: inhibitors | actives 0.12% (n = 150,000) | AID 1452, 2008; also: potency is read from the fitted curve at half-maximal effect; nearly all actives have a fitted effect of over 55% in size; many of its hits are not listed in these tables
# Target sequence (P18054 whole entry, looked up): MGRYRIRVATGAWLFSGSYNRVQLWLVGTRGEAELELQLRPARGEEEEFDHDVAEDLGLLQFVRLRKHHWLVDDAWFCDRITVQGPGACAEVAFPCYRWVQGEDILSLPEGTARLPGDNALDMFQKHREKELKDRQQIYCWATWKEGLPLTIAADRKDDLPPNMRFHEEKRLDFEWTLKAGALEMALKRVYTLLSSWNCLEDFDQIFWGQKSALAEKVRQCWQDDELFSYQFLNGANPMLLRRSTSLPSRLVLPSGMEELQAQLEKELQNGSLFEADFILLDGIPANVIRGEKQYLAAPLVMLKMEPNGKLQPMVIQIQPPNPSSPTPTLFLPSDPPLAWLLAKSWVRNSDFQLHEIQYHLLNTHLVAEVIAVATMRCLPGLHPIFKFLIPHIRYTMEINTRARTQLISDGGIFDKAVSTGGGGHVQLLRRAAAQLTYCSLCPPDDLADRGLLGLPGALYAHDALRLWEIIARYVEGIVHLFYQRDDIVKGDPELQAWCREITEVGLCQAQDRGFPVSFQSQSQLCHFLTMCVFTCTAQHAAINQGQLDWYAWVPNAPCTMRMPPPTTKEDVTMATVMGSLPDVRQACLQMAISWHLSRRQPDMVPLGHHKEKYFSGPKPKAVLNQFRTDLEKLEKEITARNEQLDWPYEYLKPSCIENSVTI
#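 Hydroperoxide output read as Fe(III)-xylenol orange absorbance, 573-to-405 nm ratio, after 30 min reaction with 40 uM arachidonic acid. Enzyme: 150 nM purified human 12hLO, 15 min compound preincubation; 25 mM Hepes pH 7.0, room temperature.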
# ALOX15B inhib = qHTS Assay for Inhibitors of 15-hLO-2 (15-human lipoxygenase 2); actives 0.56% (n = 110,000); purified 15hLO-2, xylenol orange hydroperoxide absorbance; Potency, µM (doses to about 57.1 µM), for the others: top-dose activity change, negative = inhibition, actives largely listed as inhibitors; Polyunsaturated fatty acid lipoxygenase ALOX15B (Homo sapiens), O15296; also: potency is read from the fitted curve at half-maximal effect; nearly all actives have a fitted effect of over 60% in size; many of its hits are not listed in these tables
#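 Purified human 15hLO-2 (50 nM final) preincubated with compounds 15 min at room temperature in 25 mM Hepes pH 7.5, 0.01% Triton X-100, then 45 uM arachidonic acid added for 90 min; hydroperoxide detected via ferrous/xylenol orange, 573/405 nm absorbance ratio.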
# IMPase inh = qHTS Assay for Identifying the Cell-Membrane Permeable IMPase Inhibitors; Inositol monophosphatase 1 (Rattus norvegicus), P97697; CHO-M1 cells, IP1 accumulation, HTRF TR-FRET ratio; inhibition (IP1 accumulation), % at 46.1 µM; 120,000 tested, under 10 active; AID 901, 2007; active = well fitted curve in the direction sought with a large enough effect in the signal ratio, not every such curve was filed as active; inconclusive = small, poorly fitted or top-dose-only effect, or a change in a side signal; inactive = no such curve, though single readings can be large or run the other way; the % refers to the signal ratio;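 also: cells stimulated with carbachol in lithium chloride buffer; plate controls were DMSO basal wells for no effect and reference inhibitor wells for full effect; higher means more IMPase inhibition seen as more IP1 and lower FRET ratio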
# Target sequence (P97697 whole entry, looked up): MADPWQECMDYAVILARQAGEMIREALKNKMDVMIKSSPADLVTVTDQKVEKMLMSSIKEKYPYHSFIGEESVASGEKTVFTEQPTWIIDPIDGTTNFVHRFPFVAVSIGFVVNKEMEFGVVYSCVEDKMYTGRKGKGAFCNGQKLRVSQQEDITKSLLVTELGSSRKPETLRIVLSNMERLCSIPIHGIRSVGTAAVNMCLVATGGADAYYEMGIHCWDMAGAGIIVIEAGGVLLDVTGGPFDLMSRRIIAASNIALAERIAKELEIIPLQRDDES
#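 The IP-One HTRF competitive assay in carbachol-stimulated CHO-M1 cells quantifies cellular IP1. Compounds spanned up to 46 uM final, and activity is expressed as AC50 from concentration-response fits of the ratio and donor data.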
# PNC inhibitor = High Content Assay for Compounds that inhibit the Assembly of the Perinucleolar Compartment | activity change (PNC), negative = inhibition, % at 10 µM | AID 2417, 2010 | PC3M PTB-GFP, PNC prevalence imaging, 16 h; active compounds read low | actives 3.1% (n = 140,000);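 active = readout at or below -70, meaning at least 70% loss of cells showing the perinucleolar compartment, a nuclear body marking cancer cells; inconclusive = readout between -30 and a set limit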;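 also: plate controls were DMSO wells for no effect and camptothecin positive control wells for full effect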
#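 Compounds are pinned in duplicate onto adhered PC3M cells stably expressing GFP-tagged PTB and incubated 16 h at 37 C. Cells are then fixed, nuclei stained with Hoechst, and PNC-positive cells counted.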
# Starred values were filed as active, the others as inactive; u = inconclusive; x = not tested or not shown; [ ] = remark or other dose. Unless noted, calls follow the shape of the dose curve; as a rule, active = well fitted curve in the direction sought with a large enough effect; inconclusive = small, poorly fitted or top-dose-only effect, or another doubt; inactive = no such curve, though single readings can be large; an effect the other way counts as inactive or inconclusive. Unless noted, % is scaled to controls: 0 for no effect and ±100 for the full control effect. These rows are one share of the data, so the mix of outcomes need not match the whole.
molecule	ALOX12 inhib	ALOX15B inhib	IMPase inh	PNC inhibitor
CC(NCc1ccc(-c2ccccc2)cc1)C(O)c1ccccc1 (stereo not given)	-12%	x	x	-118*
CS(=O)(=O)N1CC(C(=O)NN)Oc2ccc(Cl)cc21 (stereo not given)	-3%	1%	-1	-27
Nc1nc2c(c(=O)[nH]1)N(C=O)C(CNc1ccc(C(=O)NC(CCC(=O)O)C(=O)O)cc1)CN2 (stereo not given)	-2%	12%	x	x
N=c1c(-c2nc3ccccc3[nH]2)cc(C(=O)c2ccco2)nn1-c1ccccc1	-2%	x	x	-23
COC(=O)CSc1nnc(CNc2ccc(Cl)cc2)n1-c1ccccc1	-2%	3%	-1	-24
O=C(NCc1cccs1)c1noc2c1CCCC2	1%	6%	4	49
CCSc1ncc(/C=N/Nc2ccccc2)n1C	-3%	-21%[11.4 µM]	-3[1.84 µM]	u
Cc1ccc(C)c2nc(SCC(=O)N3CCCc4ccccc43)c(C#N)cc12	-2%	-10%	-3	65
CCCCN(CCCC)C(=O)CN(C)S(=O)(=O)c1ccc2c(c1)n(C)c(=O)c(=O)n2C	2%	x	u	u
CC(C(=O)NC1CCCC1)N(Cc1ccc2c(c1)OCO2)C(=O)c1snc(C(N)=O)c1N (stereo not given)	-5%	7%	1	-28
O=C(CNC(=O)c1cccs1)c1ccc(F)cc1	0%	x	1	67
O=C(c1ccc2[nH]c3c(c2c1)CCCC3)N1CCN(c2ccc(F)cc2)CC1	-3%	x	x	-11
COCc1c(C(=O)OCc2nc(N)nc(Nc3ccccc3C)n2)oc2ccccc12	3%	x	3	28
COC(=O)[C@H](C)NC(=O)COc1ccccc1	0%	0%	-2	-24
C=CCSc1nnc(-c2ccc(Cl)cc2Cl)o1	-13%	-2%	-5	13
O=C(COc1ccccc1F)NC1CC1	-1%	0%	6	21
Cn1cnc2cc(OC(=O)c3ccccc3)ccc21	0%	26%	-7	23
O=C(COc1cccc2ccccc12)N1c2ccccc2CCc2ccccc21	0%	-13%	-1	53
Cc1cc(O)c(-c2cc(O)c(C)cc2O)cc1O	u	u	x	x
CCCCNC(=S)NNC(=O)c1ccoc1C	6%	-4%	-2	30
COc1ccc(CCN(Cc2cc3cc4c(cc3[nH]c2=O)OCO4)C(C)=O)cc1OC	-6%	1%	0	-11
Cc1ccc(C(=O)COC(=O)CNC(=O)Cc2ccccc2)cc1[N+](=O)[O-]	-2%	-9%	-1	u
CCS(=O)(=O)c1ccc(-c2csc(-c3ccccc3)n2)c(Cl)c1Cl	2%	-3%	6	u
Cc1cc(C)n(CC(O)Cn2c3ccccc3c3ccccc32)c(=O)n1 (stereo not given)	6%	-5%	2	-21
COc1ccc(CNc2ncnc3ccc(-c4ccccc4CN(C)C)cc23)c(OC)c1	8%	56%[activator]	x	x

# Going on with the list:
molecule	ALOX12 inhib	ALOX15B inhib	IMPase inh	PNC inhibitor
COc1cc(S(=O)(=O)N(CCc2ccccc2)Cc2cccs2)ccc1-n1cnnn1	-5%	x	1	-23
O=C(CSc1nc2ccccc2[nH]1)N1CCN(C(=O)c2ccco2)CC1	-1%	x	x	11
Cc1ccc(OCCN2C(=O)c3ccccc3C2=O)c([N+](=O)[O-])c1	-1%	x	x	-14
Cc1cc(C(=O)CSc2nc(N)cc(N)n2)c(C)n1-c1cccc(C(F)(F)F)c1	-3%	x	x	15
Cc1ccc(CCc2nnc(SCC(=O)Nc3ccccc3Cl)n2-c2ccccc2)o1	-6%	x	-7	25
Cc1ccc(C)c(NC(=O)c2ccc(N(C)S(C)(=O)=O)cc2)c1	5%	2%	0	-29
O=C(CSc1nnc(-c2ccoc2)o1)N1CCOCC1	-3%	6%	4	-16
CCOC(=O)c1cnn(-c2ccccc2)c1NC(=O)c1ccccc1	-4%	1%	4	-25
COC(=O)c1sc(NC(=O)CSc2nncs2)c(C(=O)OC)c1C	-19%	-18%	2	19
Cc1cc(=O)[nH]c(SCC(=O)c2c(N)n(C)c(=O)n(C)c2=O)n1	0%	-7%	6	-19
C[C@](N)(Cc1ccc(O)cc1)C(=O)O	0%[0.00818 µM]	-2%[0.0915 µM]	x	x
O=C(CNC(=O)c1ccccc1C(=O)O)c1ccccc1	-6%	-10%	-8	22
CCC(CC)C(=O)NCCN1CCN(C(=O)C(CC)CC)CC1	6%	-17%	3	54
Cc1onc(-c2ccccc2)c1C(=O)n1cccn1	-5%	1%	11	u
COc1cc(SC)ccc1C(=O)NCCc1ccccc1	2%	x	x	-16
O=C(Cn1cnc2c(nnn2Cc2ccc(F)cc2)c1=O)N1CCCCC1	-2%	-12%	-18	u
O=C(CCCn1c(=S)[nH]c2cc3c(cc2c1=O)OCO3)N1CCN(c2ccccc2F)CC1	0%	-1%	0	-6
Cc1ccc(OCC(=O)Nc2ccc([N+](=O)[O-])cc2)cc1	0%	x	x	56
Cc1ccc(CCNC(=O)C2CCC(=O)N2Cc2cccnc2)cc1 (stereo not given)	1%	0%	3	17
COc1ccc(/C(O)=C2/C(=O)C(=O)N(CCCN(C)C)C2c2ccccc2)cc1OC (stereo not given)	-1%	x	14[0.0738 µM]	u
Cc1c(NC(=O)Nc2ccccc2)cccc1[N+](=O)[O-]	2%	x	x	19
COc1ccccc1/C=C(/C(=O)OCC(=O)Nc1ccccc1C(C)C)c1ccccc1	-3%	x	11	10
CC(C)N=C(Nc1ccccc1)c1cccnc1	1%	-6%	5	-28
CCc1c(C)nc2ncnn2c1N1CCCC(C(=O)Nc2ccc(NC(C)=O)cc2)C1 (stereo not given)	10%	5%	-18	6
COc1ccccc1NC(=O)COc1ccc(/C=N/NC(=O)CSCc2ccc(Cl)cc2)cc1	9%	-18%	0	72

# Remaining list, next part:
molecule	ALOX12 inhib	ALOX15B inhib	IMPase inh	PNC inhibitor
Cc1ccc(C(=O)n2cnnc2N)cc1	1%	-3%	-1	u
COc1cccc(-c2cc(C(F)(F)F)n3ncc(C(=O)O)c3n2)c1	-1%	5%	-1	12
Cc1ccc(F)cc1NC(=O)CCC(=O)c1cccs1	-1%	-1%	-3	-27
N#Cc1cc2ccccc2nc1SCC(=O)Nc1ccc(S(=O)(=O)N2CCCC2)cc1	-8%	-15%	5	12
CCc1cc(C)cc(OCCNC(=O)c2ncn[nH]2)c1	2%	3%[2.29 µM]	1	30
CC1CCc2cc(F)ccc2N1C(=O)CSc1nnc2c(n1)[nH]c1ccc(F)cc12 (stereo not given)	0%	u	2	u
O=C1c2oc3ccc(F)cc3c(=O)c2C(c2ccccc2)N1CC1CCCO1 (stereo not given)	-2%	-7%	-5	-29
Cc1ccccc1NC(NC(=O)c1cccnc1)C(Cl)(Cl)Cl (stereo not given)	0%	x	1	-18
COc1cc(OC)c(C2C3=C(CCCC3=O)Nc3nc4ccccc4n32)cc1OC (stereo not given)	4%	24%	0	49
Cc1[nH]c2ccccc2c1C(=O)COC(=O)c1c(-c2ccccc2Cl)noc1C	-4%	x	27	1
O=C(NCC1COc2ccccc2O1)C1C2C=CC3(CN(Cc4cccs4)C(=O)C13)O2 (stereo not given)	4%	-7%	-5	-17
COc1cccc(/C=N/NC(=O)CN(CCc2ccccc2)S(=O)(=O)c2ccc(NC(C)=O)cc2)c1	-3%	x	x	4
Cc1ccc(-n2c(N)c(C(=O)NCc3ccco3)sc2=S)cc1	-23%	-23%	8	-13
Cc1cccc(NC(=O)c2nc[nH]c2C(=O)Nc2ccccc2[N+](=O)[O-])c1	-1%	x	x	24
COc1ccc(-c2coc3cc(O)ccc3c2=O)c(OC)c1O	3%	-9%	x	x
CCOC(=O)c1cc(-c2ccccc2)sc1NC(=O)CN1C(=O)NC(CC)(c2ccccc2)C1=O (stereo not given)	-22%	u	-11	18
Brc1cc2c(cc1Cn1c(-c3cncs3)nc3ccccc31)OCO2	-7%	12%	1	5
O=C(Cn1nc([N+](=O)[O-])nc1Br)NC(c1ccccc1)c1ccccc1	0%	x	x	22
CCOC(=O)c1[nH]c(C)c(C(=O)NCc2ccc(OC)cc2)c1C	9%	2%	-2	27
O=S(=O)(N/N=C/c1c(F)cccc1Cl)c1ccccc1	4%	-21%	26	-28
CCn1c(SCC(=O)NCCc2ccc(OC)c(OC)c2)nc2c1c(=O)n(C)c(=O)n2C	-2%	4%	1	13
CCCCOC(=O)CCNc1n[nH]c(=O)[nH]c1=O	-11%	-5%	6	u
Nc1nc2c([nH]c(=S)n2C2OC(CO)C(O)C2O)c(=O)[nH]1 (stereo not given)	1%	12%	x	x
O=[N+]([O-])c1cccc(N/N=C/c2cccc3ccccc23)c1	-2%	x	4	-4
CCNC(=S)N/N=C/c1c(Cl)cccc1Cl	-6%	x	x	-10

# Going on with the list:
molecule	ALOX12 inhib	ALOX15B inhib	IMPase inh	PNC inhibitor
Cc1ccc(CNC(=O)CCNS(=O)(=O)c2ccc(C)cc2)cc1	2%	3%	4	5
COc1ccccc1CCn1c(=O)c(-c2ccc(Cl)cc2)nc2cncnc21	-1%	21%	x	x
COc1ccc(Cn2c(O)c(C=Nc3ccc(C)cc3)c3ccccc3c2=O)cc1	-2%	x	x	u
COC(=O)c1cc(NC(=O)CSc2nncn2C)cc(C(=O)OC)c1	7%	8%	5	4
CCn1c(CC(=O)Nc2cccc(OC)c2)nnc1SCC(=O)Nc1nccs1	1%	1%	2	14
CCOC(=O)c1sc2ncn(C(C)C(=O)OCC)c(=O)c2c1C (stereo not given)	-4%	0%	-9	u
Cc1ccc(S(=O)(=O)NCCC2(C(C)C)CCOC(C)(C)C2)cc1 (stereo not given)	-5%	3%	2	35
COc1ccc(NC(=O)C(=O)NCCC2=CCCCC2)c(OC)c1	2%	x	x	20
O=C(NCc1cccs1)c1ccc(Br)o1	8%	x	x	49
Cc1ccc(-c2nnn(CCOc3cccc(Br)c3)n2)cc1	1%	x	x	59
Cc1cc(C)n(S(=O)(=O)c2cccc(Cl)c2Cl)n1	-9%	3%	4	20
COc1cccc(/C=N/NC(=O)CCn2nnc3ccccc32)c1	1%	x	12	-7
Cc1ccc(Cn2c(C(=O)NCCCN3CCOCC3)cc3sccc32)cc1	-11%	12%[11.4 µM]	u	u
CCOC(=O)N1CCC(n2c(=S)[nH]c3ccccc3c2=O)CC1	2%	-13%	4	u
CCOC(=O)C1=C(C)NC(C)=C(C(=O)OCC)C1C	0%	x	x	15
CCc1nnc(SCc2cn3c(C)cc(C)nc3n2)n1N	8%	-1%	-2	-17
O=C(CCc1ccccc1)NC(=S)Nc1cc(C(F)(F)F)ccc1N1CCOCC1	u	u	1	25
Cc1ccc(S(=O)(=O)O[C@H]2C[C@@H](C(C)(C)C)CC[C@@H]2c2ccccc2)cc1	3%[11.4 µM]	-9%[11.4 µM]	x	x
CC(C)CC(=O)NC(=S)Nc1ccc(NC(=O)c2ccco2)cc1	-2%	x	x	8
O=[N+]([O-])c1ccc(Sc2nccn2Cc2ccccc2)cc1	3%	-10%	4	79

# Ordered by the number under ALOX15B inhib (highest first): some entries from above
molecule	ALOX12 inhib	ALOX15B inhib	IMPase inh	PNC inhibitor
Cc1ccc(CNC(=O)CCNS(=O)(=O)c2ccc(C)cc2)cc1	2%	3%	4	5
O=[N+]([O-])c1ccc(Sc2nccn2Cc2ccccc2)cc1	3%	-10%	4	79
CCOC(=O)N1CCC(n2c(=S)[nH]c3ccccc3c2=O)CC1	2%	-13%	4	u
